# 14-3-3g Raf: modulators of human 14-3-3 gamma - Raf peptide interaction; P61981; FP, 14-3-3gamma / TMR-pS259-Raf peptide binding; inhibition, % at 40 µM; 0.19% of 160,000 active; in the data active means inhibition above about 30%;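 further: 0% = protein plus tracer without compound and 100% = blank with tracer alone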
# Target sequence (P61981 whole entry, looked up): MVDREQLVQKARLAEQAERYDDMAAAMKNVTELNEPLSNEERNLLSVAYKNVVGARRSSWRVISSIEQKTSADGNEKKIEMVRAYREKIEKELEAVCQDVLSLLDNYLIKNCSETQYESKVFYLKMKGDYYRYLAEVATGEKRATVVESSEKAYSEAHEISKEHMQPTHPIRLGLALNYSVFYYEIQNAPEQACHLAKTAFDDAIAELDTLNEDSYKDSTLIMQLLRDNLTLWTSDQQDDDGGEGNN
# Active calls of the source: *; & = joins results of further samples.
SMILES,14-3-3g Raf
CCN1CCN(C(=O)C2CCN(S(=O)(=O)c3cccc4cccnc34)CC2)CC1,-6
Cc1ccc(C(=O)CSc2nnc(COc3cc(C)cc(C)c3)o2)cc1,-2
O=c1[nH]c2cccnc2[nH]c1=O,-7
COc1cc(NC(=O)c2cc(-c3cccs3)on2)cc(OC)c1OC,-18
CC1=C(C(=O)OC2CCCCCC2)C(c2cccc3ccccc23)NC(=O)N1 (stereo unspecified),3
CCOC(=O)c1c(NC(=O)c2cccs2)sc(C)c1CC,-3
CC1=C(C(=O)Nc2cccc(C(F)(F)F)c2)C(c2ccc(C(C)(C)C)s2)C2=C(CCCC2=O)N1 (stereo unspecified),-13
CCCCOc1ccccc1NC(=O)CC1Sc2ccccc2NC1=O (stereo unspecified),6
CCc1nc(NCCc2ccccn2)c2nnn(Cc3ccccc3F)c2n1,4
CC(=O)Oc1cc(-c2ccccc2)cc2oc(-c3ccccc3)cc12,8
COc1ccc(-c2csc(NC(=O)C3C4CCC(C4)C3C(=O)O)n2)cc1 (stereo unspecified),0
COc1ccc(-c2nnc(Nc3ccc4c(c3)ncn4C)c3ccccc23)cc1,-24
COC(=O)c1ccccc1-n1c(CCC(=O)O)ccc1-c1ccc(F)cc1,-8
CN(C)/C=N/c1ncnc2c1cnn2-c1ccc(C(F)(F)F)cn1,-3
CC(C)(C)NC(=O)Nc1ccc2nccnc2c1,7
COc1ccccc1N1CCN(C(=O)c2cc3c(=O)n(C)c4ccccc4c3n2C)CC1,-3
O=C(CCCCl)NC(c1ccccc1)c1ccccc1,-3
Nc1nnc(SCCN2C(=O)c3ccccc3S2(=O)=O)s1,-1
O=C(c1cccc(I)c1)n1nnc2ccccc21,0
COc1ccc(C2=NO[C@@H]3C(=O)N(c4ccc(C)cc4C)C(=O)[C@H]23)cc1OC,-2

# Next section, overlapping the part above by three compounds.
SMILES,14-3-3g Raf
Nc1nnc(SCCN2C(=O)c3ccccc3S2(=O)=O)s1,-1
O=C(c1cccc(I)c1)n1nnc2ccccc21,0
COc1ccc(C2=NO[C@@H]3C(=O)N(c4ccc(C)cc4C)C(=O)[C@H]23)cc1OC,-2
O=C(O)CC(c1ccc(Cl)cc1)N1C(=O)CCC1=O (stereo unspecified),2
Cc1nn2c(=O)cc(CSc3nc4ccccc4[nH]3)nc2s1,-1
Cc1ccccc1C(=O)Nc1ccc2nc(SCC(=O)NCc3ccccc3)sc2c1,-6
COc1cccc(Nc2nc(C)cc(C)c2C#N)c1,-10
CC1CC(C)CN(S(=O)(=O)c2ccc(C(=O)Nc3nc(-c4ccc(C(C)(C)C)cc4)cs3)cc2)C1 (stereo unspecified),-19
COc1ccc(S(=O)(=O)N(Cc2cc3ccc(OC)cc3[nH]c2=O)CC2COCCO2)cc1 (stereo unspecified),1
Cc1ccccc1NC(=O)c1ccccc1C,-1
CC1Cc2ccccc2N1C(=O)C12CCC(C)(C(=O)O1)C2(C)C (stereo unspecified),-8
CCN(CC)CCSc1nc(O)c(C2CCCCC2)c(=O)[nH]1,0
COc1ccccc1CNC(=O)CCC1Nc2c3cc(OC)c(OC)cc3nc(=S)n2C1=O (stereo unspecified),-12
CSc1nnc2c(n1)OC(C)N(C(C)=O)c1ccccc1-2 (stereo unspecified),-3
CCOC(=O)c1ccc(NC(=O)C2CCCN(S(=O)(=O)c3cnc[nH]3)C2)cc1 (stereo unspecified),0
COc1ccc(C2SCCN2S(=O)(=O)c2ccc([N+](=O)[O-])cc2)cc1OC (stereo unspecified),2
C=CCn1c(CCn2c3ccccc3c3ccccc32)n[nH]c1=S,-12
Cc1ccc(Cl)cc1N1CCN(CC(=O)N2CCCc3c2c(=O)oc2ccc(OCc4ccccc4)cc32)CC1,0
CCCOc1ccc(N2CC(C(=O)Nc3ccc4c(c3)OCO4)CC2=O)cc1 (stereo unspecified),-5
Cc1nc(P(=O)(c2ccccc2)c2ccccc2)c(N2CCOCC2)o1,-6
CN1C(=O)CC(N2CCN(C(=O)CN3CCCC3)CC2)C1=O (stereo unspecified),7&5
COc1cccc2sc(=NC(=O)C3CCCCC3)n(C)c12,5
COc1ccc(-c2nc(CSCC(=O)NCc3ccco3)c(C)o2)cc1,4
COc1cccc(-n2c(SC)nnc2-c2c[nH]c3ccccc23)c1,4
O=C1CCCN1c1ccc(CNS(=O)(=O)c2ccc(F)cc2)cc1,-8
O=C(CCn1nc(-c2ccc(Cl)cc2)ccc1=O)NC1CCCCC1,-4
CCc1nnc(NC(=O)c2ccc(S(=O)(=O)N(CC(C)C)CC(C)C)cc2)o1,-8
COc1ccc(OC)c(S(=O)(=O)N2CCC(C(=O)NC(C)c3ccccc3)CC2)c1 (stereo unspecified),-1
O=S(=O)(Nc1nc2ccccc2[nH]1)c1ccc(Cl)cc1,-3
CCN(CC)c1ccc(NC(=O)c2cc3ccccc3o2)c(C)c1,-5
OC(c1cccc(OCc2ccccc2)c1)c1cccs1 (stereo unspecified),-19
CCOC(=O)CN1C(=O)C(O)=C(C(C)=O)C1c1ccc(Br)cc1 (stereo unspecified),8
CCN1CCN(c2cc(C)c3cc(NC(=O)CCC(=O)N4CCCCC4C)ccc3n2)CC1 (stereo unspecified),2
Cc1ccc(-c2nnn(CC(=O)Nc3ccc(OC(F)(F)F)cc3)n2)cc1,-3
COc1ccccc1NC(=O)CSc1nc2c(sc(=S)n2Cc2ccco2)c(=O)n1-c1ccccc1,-4
Cc1ccc(-c2nc3ncccn3c2Nc2ccc3c(c2)OCCO3)cc1,-4
O=[N+]([O-])c1cccc(C2=CC(c3ccccc3F)n3ncnc3N2)c1 (stereo unspecified),0
CCCS(=O)(=O)N1CCC(C(=O)NC(C)C)CC1,0
O=C(COc1ncnc2ccccc12)NCCC1=CCCCC1,3
COc1ccc(C2=NO[C@@H]3C(=O)N(c4ccc5c(c4)OCCO5)C(=O)[C@H]23)cc1OC,-10
Cc1cc(C)n(C(=O)CSc2nc3ccccc3o2)n1,-1
Cc1ccc(CNC(=O)CCS(=O)(=O)c2ccc(Cl)cc2)cc1,-5
O=C(c1cccn2c(=O)c3cc(Br)ccc3nc12)N1CCN(c2ccccn2)CC1,-6
COC(=O)c1[nH]c2ccc(Br)cc2c1NC(=O)C(C)N1CCN(C2CCCCC2)CC1 (stereo unspecified),-4
Cc1cc2nc(-c3cccc(NC(=O)COc4ccccc4)c3C)oc2cc1C,-38
CCc1ccc(NC(=O)c2nn3c(c2Br)NC(c2ccc(Br)o2)CC3C(F)(F)F)cc1 (stereo unspecified),-143
CCN1C(=O)CC(N2CCN(c3ccc(OC)cc3)CC2)C1=O (stereo unspecified),2
Cn1ccnc1SCC(=O)Nc1cccc(C(F)(F)F)c1,1
COC(=O)c1ccc(Nc2cc(C)nc3ccc(Cl)cc23)cc1,-15
CC1CCCCN1C(=O)Cc1ccc(F)cc1 (stereo unspecified),-6
Cc1nc2ccc(NC(=O)N3CCN(c4ccccn4)CC3)cc2s1,-6
COc1cccc(C(=O)N2CCN(C(=O)c3cccc4ccccc34)CC2)c1OC,-6
CC(C)c1ccc(C2/C(=C(\O)c3ccccc3)C(=O)C(=O)N2CCN(C)C)cc1 (stereo unspecified),0

# 7 compounds already listed, ordered by heavy-atom count, high to low.
SMILES,14-3-3g Raf
COC(=O)c1[nH]c2ccc(Br)cc2c1NC(=O)C(C)N1CCN(C2CCCCC2)CC1 (stereo unspecified),-4
COc1cccc(C(=O)N2CCN(C(=O)c3cccc4ccccc34)CC2)c1OC,-6
Cc1cc2nc(-c3cccc(NC(=O)COc4ccccc4)c3C)oc2cc1C,-38
Cc1nc2ccc(NC(=O)N3CCN(c4ccccn4)CC3)cc2s1,-6
CCN1C(=O)CC(N2CCN(c3ccc(OC)cc3)CC2)C1=O (stereo unspecified),2
Cn1ccnc1SCC(=O)Nc1cccc(C(F)(F)F)c1,1
CC1CCCCN1C(=O)Cc1ccc(F)cc1 (stereo unspecified),-6

# Other records follow:
SMILES,14-3-3g Raf
CCOc1ccc(-n2ccnc2SCC(=O)Nc2cccc(C)c2)cc1,-7
COc1ccc(-c2coc3cc4oc(=O)c5c(c4cc23)CCC5)cc1,1
CCOC(=O)c1c(-c2ccccc2)csc1NC(=O)c1cccnc1,-44
O=c1ccnc(SCc2ccccc2Cl)[nH]1,-17&1
O=S(=O)(NCc1ccc2c(c1)OCO2)c1ccc2c(c1)oc1ccccc12,-4
COc1ccccc1-n1cnnc1SCC(=O)N1CCN(S(=O)(=O)c2ccccc2)CC1,-5
CC(=O)N1CCc2cc(Br)cc(S(=O)(=O)N3CCC(C(=O)Nc4cccc(C)c4C)CC3)c21,-13
CC(c1ccccc1)n1cc(C(=O)NCC2CCCO2)nn1 (stereo unspecified),0
CCN(CC)C(=O)CSc1nnc([C@H](Cc2c[nH]c3ccccc23)NC(=O)OC(C)(C)C)o1,-8
CCCN1C(=O)c2ccc(C(=O)NC3=NCCS3)cc2C1=O,-4

# Overlap with the part before: two compounds, followed by the next part.
SMILES,14-3-3g Raf
CCN(CC)C(=O)CSc1nnc([C@H](Cc2c[nH]c3ccccc23)NC(=O)OC(C)(C)C)o1,-8
CCCN1C(=O)c2ccc(C(=O)NC3=NCCS3)cc2C1=O,-4
COc1ccc(CCn2c(SCC#N)nc3c(sc4ccccc43)c2=O)cc1OC,-433
CCOc1ccccc1C1C(C(=O)N2CCOCC2)=C(C)Nc2nc3ccccc3n21 (stereo unspecified),-5
Cc1ccccc1OCCNC(=O)COc1ccc(C2CCCCC2)cc1,-7
CSc1ccc(S(=O)(=O)Nc2ccc(F)cc2)cc1,-4
CC(=O)c1ccc2c(c1)Cc1ccccc1-2,1
COc1cc(C2C(C(=O)c3cccs3)=C(O)C(=O)N2c2cc(C)on2)ccc1O (stereo unspecified),0
Cc1ccccc1-n1c(SC(C)C(N)=O)nnc1-c1cccnc1 (stereo unspecified),1
COc1ccccc1NC(=O)c1sc2ncn(CC#N)c(=O)c2c1C,-17
O=C(NC12CC3CC(CC(C3)C1)C2)N1CCCC(CO)C1 (stereo unspecified),-7
COc1ccc(C2C=C(c3ccc(Br)cc3)Nc3nc(NS(C)(=O)=O)nn32)cc1 (stereo unspecified),-6
O=[N+]([O-])c1ccc(-c2csc(Nc3ccc(Oc4ccccc4)cc3)n2)cc1,-1
CCOC(=O)c1c(NC(=O)C(C)Oc2ccc(F)cc2)sc2c1CCCCC2 (stereo unspecified),0
O=c1oc2ccccc2cc1-c1ccc(N=CC=Cc2cccc([N+](=O)[O-])c2)cc1,2
CS(=O)(=O)N1CCN(C(=O)c2ccc(F)cc2)CC1,-9&-4
O=C(CC1CCOCC1)Nc1ccc(I)cc1,-3
N#Cc1c(-c2ccco2)cc(-c2cccnc2)nc1N,-8
Cn1c(CNc2ccc(C(=O)O)cc2)c(C#N)c2ccccc21,-8
Cc1ccc(NC(=O)c2cc(NC(=O)c3ccco3)ccc2N2CCOCC2)cc1,-4
O=C(NCCN1CCCCCC1)c1cccc(N2CCCC2=O)c1,-1
CCOC(=O)N1CCN(C(=O)CSc2ncnc3ccccc23)CC1,0
CCC(=O)Oc1cc2c(C(=O)OC)c(C)oc2cc1Br,0
COc1ccccc1CNCc1ccccc1OC,-8
Cc1cccc(OCc2nnc(SCC(=O)Nc3ccc(C)c(Cl)c3)o2)c1,4&-83
CC(C)(C)N1C(=O)c2ccc(C(=O)Nc3cccc(I)c3)cc2C1=O,9
CCCCn1c(=S)[nH]c2sc3c(c2c1=O)CCCC3,-11
O=C(Cn1cc(C(=O)C(F)(F)F)c2ccccc21)NCc1ccccc1,-11
COc1ccc(Oc2coc3cc(OC(C)C(=O)OCC(C)C)ccc3c2=O)cc1 (stereo unspecified),-8
O=C(NCCc1ccccc1)c1ccccc1C(=O)c1ncc[nH]1,3
COc1ccc(N2C(=O)C3C4C=CC(C4)C3C2=O)cc1 (stereo unspecified),-5
Cc1csc2ncc(C(=O)Nc3ccc4c(c3)OCCO4)c(=O)n12,-4
C=CCn1c(SCc2ccc(C(=O)OC)cc2)nnc1-c1sc(N)nc1C,-6
c1ccc(COc2ccc(CNn3cnnc3)cc2)cc1,-4
O=C(Nc1cc(-c2nc3ccccc3s2)ccc1Cl)c1cccnc1Cl,-99
O=S(=O)(c1ccc(Cl)cc1)c1cccc(S(=O)(=O)N2CCN(C34CC5CC(CC(C5)C3)C4)CC2)c1,3
Cc1nc(NC2=NCN(CCN3CCOCC3)CN2)nc2c(C)cccc12,-4
CC(=O)c1cccc(NC(=O)C(Cc2ccc([N+](=O)[O-])cc2)N2C(=O)c3ccccc3C2=O)c1 (stereo unspecified),2
CCN(CC)S(=O)(=O)c1ccc2c(c1)c(=O)c(C(=O)N1CCN(c3ccccc3)CC1)cn2C,-3
CC(NC(=O)CN1C(=O)C2C3C=CC(C3)C2C1=O)C12CC3CC(CC(C3)C1)C2 (stereo unspecified),-10
O=C(Nc1ccccc1F)c1cc(S(=O)(=O)N2CCCCC2)cs1,-3
COc1ccc(CCNC(=O)C2CCN(S(=O)(=O)c3ccc(OC)cc3)CC2)cc1,-3
CCN(CC)CCN1C(=O)c2ccccc2NC1c1cccc(F)c1 (stereo unspecified),7&-5
O=C(Oc1ccc2ccccc2c1)C1C2CCCCC21 (stereo unspecified),-5
Cc1ccccc1CN1C(=O)COc2ccccc21,-3
O=C(CC(Sc1ccccc1)c1cccs1)c1ccco1 (stereo unspecified),-5
O=C(c1ccco1)N1CCN(C(=O)c2cc(-c3ccncc3)nc3ccc(Br)cc23)CC1,-13
Cc1c(C(=O)Nc2ccc3c(c2)C(=O)c2ccccc2C3=O)cccc1[N+](=O)[O-],-23
CC[n+]1ccccc1C=Cc1ccc(N(C)C)cc1,-173
CC(=O)c1c(C)[nH]c(C(=O)NCCc2cccc(C)c2)c1C,-6
O=C(CSc1ncccn1)Nc1ccc(C(=O)O)cc1,5

# A portion of the library; the hit share may differ from the screen's.
